Bioassay records as filed in PubChem.
mIDH1 inhibitor: qHTS for Inhibitors of mutant isocitrate dehydrogenase 1 (IDH1): qHTS; AID 602179, 2012; 0.093% of 390,000 active; IDH1-R132H enzyme, NADPH consumption, diaphorase/resazurin fluorescence; Potency, µM (series often up to 76.6 µM), without a hit: top-dose activity change, negative = inhibition, hits mostly inhibitors; also: potency is read from the fitted curve at half-maximal effect; % is scaled to controls: 0 for no effect and ±100 for the full control effect; nearly all actives have a fitted effect of over 65% in size
Target sequence (O75874 whole entry R132H, stated change not applied): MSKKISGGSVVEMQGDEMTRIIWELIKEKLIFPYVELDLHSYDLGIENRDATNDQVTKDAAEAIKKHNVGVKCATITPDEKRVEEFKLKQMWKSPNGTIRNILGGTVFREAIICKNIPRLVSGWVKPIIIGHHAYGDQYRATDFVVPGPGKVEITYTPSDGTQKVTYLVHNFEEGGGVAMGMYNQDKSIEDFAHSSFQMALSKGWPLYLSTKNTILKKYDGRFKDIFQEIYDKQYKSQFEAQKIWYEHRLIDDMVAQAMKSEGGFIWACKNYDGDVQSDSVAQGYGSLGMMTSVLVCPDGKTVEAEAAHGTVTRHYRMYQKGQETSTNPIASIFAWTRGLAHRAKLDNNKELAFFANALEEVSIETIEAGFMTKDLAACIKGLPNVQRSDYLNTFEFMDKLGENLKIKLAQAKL
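IDH1-R132H (0.5 ug/mL dispensed) in pH 7.5 Tris buffer was preincubated 30 min with compound, then given a substrate mix of 0.016 mM NADPH and 2 mM alpha-KG for 80 min at room temperature; remaining NADPH was read by diaphorase/resazurin fluorescence.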
USP1 inh: Inhibitors of USP1/UAF1: Primary Screen | 0.23% of 390,000 active | Potency, µM (titrated, usually from 57.1 µM), inactives show top-dose activity change, negative = inhibition, most hits filed as inhibitors | recombinant USP1/UAF1, Ub-Rhodamine cleavage fluorescence; also: potency is read from the fitted curve at half-maximal effect; % is scaled to controls: 0 for no effect and ±100 for the full control effect; nearly all actives have a fitted effect of over 60% in size; inactives centre near -12
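1 nM enzyme complex + cpd, 15 min RT; start with Ub-Rho 150nM final; kinetic fluorescence ex 480/em 540, 6 reads q60 s. Buffer 50mM HEPES pH 7.8, 0.5mM EDTA, 0.1 mg/ml BSA, 1mM TCEP, 0.01% Tween-20.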
TrxR1 substrate: qHTS Assay for Substrates of Mammalian Selenoprotein Thioredoxin Reductase 1 (TrxR1): qHTS; 0.01% of 390,000 active; Potency, µM (doses to about 114 µM), without a hit: at the highest dose activity change, negative = substrate turnover; Thioredoxin reductase 1, cytoplasmic (Rattus norvegicus), O89049; purified TrxR1 substrate turnover, NADPH consumption readout; AID 588456, 2011; also: potency is read from the fitted curve at half-maximal effect; % is scaled to controls: 0 for no effect and ±100 for the full control effect; nearly all actives have a fitted effect of over 50% in size
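Rat TrxR1, dispensed at 90 nM, was prereduced with 400 uM NADPH (final) for 5 min at ~22 deg C, then incubated with compound 15 min before 400 uM selenite. A first-read NADPH fluorescence drop versus no-compound background flagged substrates.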
TRHR ag: qHTS for Small Molecule Agonists and Allosteric Enhancers of Human TRH Receptor: Primary Screen for Agonists; AID 493084, 2011; 0.18% of 360,000 active; TRHR cells, calcium flux fluo-8, FDSS agonist mode; Thyrotropin-releasing hormone receptor (Homo sapiens), P34981; activation, % at 2 µM; in the data active = activation above about 30%; also: 0% is about no effect
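Steps: seed TRHR cells overnight; add fluo-8 no-wash Ca dye, RT 30 min–1.5 h; record 10 s baseline; pin-transfer compounds; monitor fluorescence 1 cycle/s for the agonist window. Calcium increases flag candidate agonists.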
TRHR enhancer: qHTS for Small Molecule Agonists and Allosteric Enhancers of Human TRH Receptor: Primary Screen for Enhancers | enhancement, % at 2 µM | Thyrotropin-releasing hormone receptor (Homo sapiens), P34981 | 0.66% of 360,000 active | TRHR cells, fluo-8 calcium fluorescence, EC20 TRH enhancement | AID 493056, 2011; in the data active = enhancement above about 30%; also: 0% is about no effect
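TRHR-expressing cells loaded with fluo-8 calcium dye were read kinetically (ex 480/em 530) during compound addition, then stimulated with an EC20 of TRH (10 nM final). Enhancement of the Gq-mediated intracellular calcium response was scored.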
D2 ag: HTS Assay for Allosteric Agonists of the Human D2 Dopamine Receptor: Primary Screen for Agonists | HEK293 T-REx D2 cells, calcium flux agonist mode | activation, % at 2 µM | 0.53% of 340,000 active | AID 485358, 2010;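 active = activation over 3 SD above normal in the single-dose calcium agonist read, cut at about 30% in these data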; also: 0% is about no effect
Target sequence (P14416 whole entry, looked up): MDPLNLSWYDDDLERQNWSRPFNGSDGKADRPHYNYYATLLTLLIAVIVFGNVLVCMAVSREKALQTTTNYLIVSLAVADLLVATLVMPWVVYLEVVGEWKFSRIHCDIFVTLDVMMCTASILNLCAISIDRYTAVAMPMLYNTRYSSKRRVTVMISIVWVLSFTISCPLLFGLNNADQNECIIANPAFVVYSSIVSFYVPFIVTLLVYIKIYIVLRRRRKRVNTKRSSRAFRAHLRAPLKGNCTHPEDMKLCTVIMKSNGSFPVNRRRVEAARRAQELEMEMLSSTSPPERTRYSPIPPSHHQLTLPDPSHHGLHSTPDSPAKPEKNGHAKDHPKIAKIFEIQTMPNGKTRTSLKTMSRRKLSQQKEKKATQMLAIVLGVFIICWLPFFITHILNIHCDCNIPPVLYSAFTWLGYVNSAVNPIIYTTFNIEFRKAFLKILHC
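Agonism scored from kinetic calcium signal (1 read/sec, 180 s) following compound pin transfer, after a 10 s baseline. Cells: HEK293 Trex line expressing inducible D2 receptor coupled to calcium, dye-loaded after overnight culture at 30 C.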
rTrxR1 inhibitor: qHTS Assay for Inhibitors of Mammalian Selenoprotein Thioredoxin Reductase 1 (TrxR1): qHTS. recombinant rTrxR1, NADPH fluorescence consumption, selenite substrate. AID 588453, 2011. Thioredoxin reductase 1, cytoplasmic (Rattus norvegicus), O89049. Potency, µM (titrated, usually from 114 µM), for the others: top-dose activity change, negative = inhibition, usual class: inhibitors. 1% of 390,000 active; also: potency is read from the fitted curve at half-maximal effect; % is scaled to controls: 0 for no effect and ±100 for the full control effect; nearly all actives have a fitted effect of over 65% in size
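Rat TrxR1 (90 nM in the dispensed reagent) was pre-reduced with 400 uM NADPH for 5 min at room temperature, then incubated with compound for 15 min. After 400 uM selenite was added, NADPH fluorescence (Ex 340/Em 450 nm) was followed for 8 min.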
D2 antag: HTS Assay for Allosteric Antagonists of the Human D2 Dopamine Receptor: Primary Screen for Antagonists. inhibition, % at 10 µM. D(2) dopamine receptor (Homo sapiens), P14416. HEK293 TREx D2 cells, calcium flux, dopamine EC80. 2% of 340,000 active; in the data active = inhibition above about 30%; also: 0% is about no effect
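Inhibition of EC80 dopamine-driven calcium flux, recorded kinetically, defines activity here; cells are a tetracycline-induced HEK293 T-REx line expressing force-coupled D2.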
Pin1 inh: qHTS Assay to Find Inhibitors of Pin1; Pin1 FP peptide displacement, HiFluor488, 10 min; Peptidyl-prolyl cis-trans isomerase NIMA-interacting 1 (Homo sapiens), Q13526; 0.009% of 390,000 active; Potency, µM (titrated, usually from 115 µM), for the others: at the top dose activity, negative = inhibition, usual class: inhibitors; active = well fitted inhibition curve with a large enough effect in the polarisation, with a control signal flat, not every such curve was filed as active; inconclusive = small, poorly fitted or top-dose-only effect, or effect the other way, or a change in a side signal; inactive = no such curve, though single readings can be large or run the other way; the % refers to the polarisation; also: potency is read from the fitted curve at half-maximal effect; % is scaled to controls: 0 for no effect and ±100 for the full control effect
Target sequence (Q13526 whole entry, looked up): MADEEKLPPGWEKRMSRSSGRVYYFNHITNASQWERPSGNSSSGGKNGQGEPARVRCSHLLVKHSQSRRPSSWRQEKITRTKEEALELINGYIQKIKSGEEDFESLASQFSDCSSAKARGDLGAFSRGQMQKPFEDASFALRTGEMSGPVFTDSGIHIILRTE
The depositor's hits bear a star; ? = inconclusive; . = not tested or not shown; [ ] = dose if it differs, or a comment. Unless noted, calls follow the shape of the dose curve; as a rule, active = well fitted inhibition curve with a large enough effect; inconclusive = small, poorly fitted or top-dose-only effect; inactive = no such curve, though single readings can be large or run the other way. Some of the compounds tested; rates above refer to the full screens.

SMILES | mIDH1 inhibitor | USP1 inh | TrxR1 substrate | TRHR ag | TRHR enhancer | D2 ag | rTrxR1 inhibitor | D2 antag | Pin1 inh
O=C(CN1CCCC1=O)NC1CCCc2c1cnn2-c1cc(F)cc(F)c1 (configuration not stated) | -12% | -6% | 2% | -0.2 | -2 | 0.2 | 20% | 1 | -13%
CCOc1cccc2sc(N(CCN(C)C)C(=O)c3ccc4ccccc4c3)nc12 | -2% | -15% | 1% | 0.1 | -2 | 0.5 | 32% | -37 | -10%
Cc1nc2nc(SCC(=O)NCc3ccco3)nn2c(C)c1Cc1ccccc1 | 8% | 4% | 5% | 0.6 | -5 | 0.4 | ? | -4 | ?
CC(C)OC(=O)CSc1n[nH]c(-c2cccnc2)n1 | 1% | 0% | 5%[57.1 µM] | -0.7 | 1 | -0.3 | 0%[57.1 µM] | 1 | 2%
COCCN1C(=O)C(=O)/C(=C(/O)c2ccc(S(=O)(=O)N3CCOCC3)cc2)C1c1cccc(Cl)c1 (configuration not stated) | -10% | -9% | -2% | 0.5 | 15 | 0.6 | 19% | -1 | -3%
COc1ccc(Cc2nc3ccccc3[nH]2)cc1OC | 18% | -2% | 1% | 0.3 | -10 | 0.1 | 12%[57.1 µM] | 1 | -5%
Cc1ccc(C)c(S(=O)(=O)N2CCN(C(=O)c3ccnn3C)CC2)c1 | 0% | -22% | 0% | 0.0 | 0 | -1.2 | 13% | -1 | -1%
CC1CCCC(NC(=O)CCS(=O)(=O)c2cc3c(cc2Cl)NC(=O)CO3)C1C (configuration not stated) | -11% | -7% | 7%[57.1 µM] | -0.3 | 5 | -0.1 | 37%[activator][57.1 µM] | -2 | -4%
C=CCc1ccc(OCCOCCOc2cccc3ccc(C)nc23)c(OC)c1 | 5% | -8% | -4% | -2.7 | -11 | -0.5 | 5% | 29 | -14%
COc1ccc(-c2nnc3sc(COc4ccc(C)cc4)nn23)cc1 | 6% | -24% | -9%[57.1 µM] | -0.5 | -4 | 0.9 | 9%[57.1 µM] | -14 | 13%
Cc1ccc(S(=O)(=O)c2cn(Cc3ccccc3)c3cc(N4CCOCC4)c(F)cc3c2=O)cc1 | 2% | -20% | 59%[activator] | 0.2 | 8 | 0.4 | 54%[activator] | . | 10%
O=C(CSC1=NCCS1)N1CCOCC1 | -1% | -19% | 11%[57.1 µM] | 0.0 | 2 | 0.4 | 7%[57.1 µM] | -6 | -2%
CSc1nc(C(=O)N2CCCC(C(=O)c3ccc(Cl)cc3)C2)cs1 (configuration not stated) | 3% | -4% | 7% | -2.3 | 0 | -0.8 | 21% | -12 | 0%
CC(=O)c1cccc(NC(=O)CN2C(=O)COc3ccc(Cl)cc32)c1 | 0% | -8% | 12%[57.1 µM] | 0.9 | -7 | 3.1 | 34% | -14 | -14%
O=C(Nc1cccc(/C=C/c2nc3ccccc3c(=O)[nH]2)c1)c1ccccc1Cl | -8% | -19% | 29% | -0.5 | -12 | -2.2 | 13% | 14 | 12%
Nc1ccc(N2C(=O)c3ccccc3C2=O)c(Cl)c1 | -15% | -2% | 5%[57.1 µM] | -1.3 | 15 | -1.1 | 7%[57.1 µM] | 0 | 0%
Cc1nc(N2CCCCC2)c2c(C)c(C(=O)Nc3ccccc3C(F)(F)F)sc2n1 | 0% | -22% | 37%[activator] | 0.6 | -6 | -1.4 | 102%[activator] | 7 | 10%
Cc1ccc(N2CC(C(=O)Oc3cccc(N4C(=O)CCC4=O)c3)CC2=O)cc1 (configuration not stated) | 6% | -4% | -6% | -0.3 | 4 | 0.5 | 0% | -4 | 0%
C=CCn1c(=O)[nH]c2cc(C(=O)N3CCN(c4cccc(Cl)c4)CC3)ccc2c1=O | 1% | -8% | -8% | -0.7 | -4 | 0.3 | -7% | -3 | ?
CC1CCc2c(sc3nnn(CCCCOc4ccc(Cl)cc4)c(=O)c23)C1 (configuration not stated) | . | -22% | 0% | 1.2 | 3 | 1.3 | 12% | . | 1%
O=C(CC(Cc1ccccc1)C(=O)O)Nc1ccc(F)cc1 (configuration not stated) | 5% | 6% | -8% | 0.6 | -2 | -1.2 | -3% | -12 | -3%
O=C(COC(=O)c1ccccc1)Nc1ccccc1N1CCOCC1 | 13% | -19% | 5% | -0.6 | -3 | 0.1 | 24% | 24 | 0%
O=c1c(Cc2ccccc2)c(O)ccn1Cc1ccco1 | 5% | -6% | -2% | -0.3 | 22 | 0.5 | 17% | 3 | -10%
COc1cccc(CN(C)C(=O)c2ccccc2Sc2ccccc2C#N)c1 | 0% | -13% | -11% | 1.4 | 11 | -0.4 | -3% | -14 | 0%
Cc1cc(C)cc(S(=O)(=O)c2cn(C)c3cc(N4CCN(C)CC4)c(F)cc3c2=O)c1 | -3% | -21% | 6% | 0.0 | -8 | -1.5 | 17% | 19 | 2%

Further records follow:
SMILES | mIDH1 inhibitor | USP1 inh | TrxR1 substrate | TRHR ag | TRHR enhancer | D2 ag | rTrxR1 inhibitor | D2 antag | Pin1 inh
CC(=O)OCCn1c(Br)nc2c1c(=O)[nH]c(=O)n2C | -3% | -7% | 1%[57.1 µM] | 1.9 | -3 | 0.8 | 9%[57.1 µM] | 2 | -6%
CCOC(=O)c1n[nH]c2ccccc12 | -1% | -15% | . | -0.1 | -4 | -1.2 | 5% | 1 | -1%
COc1ccc(CNC(=O)CSc2nnc(C)n2-c2ccc(F)cc2)cc1 | -2% | -14% | 12%[57.1 µM] | -0.2 | 0 | 1.5 | 17%[57.1 µM] | 0 | 7%
O=C(O)c1cc(-c2cccs2)nc2ccc(F)cc12 | 4% | -16% | 325%[activator] | 0.7 | 4 | 0.8 | 36%[activator] | 4 | -2%
Cc1ccc(N(C)C(=O)CCS(=O)(=O)c2ccc3c(c2)oc(=O)n3C)cc1 | -3% | -8% | 0% | 0.1 | -7 | 0.3 | -20% | 6 | -14%
CCOC(=O)N1CCN(C(=O)c2cn(CC(C)C)c(=O)c3c2c2ccccc2n3C)CC1 | 0% | -14% | 79%[activator] | -0.6 | 0 | -0.1 | 16% | 5 | -1%
CCOc1ccc(/C=C/C(=O)N2CCOCC2)cc1OC | 8% | 2% | -1% | 0.3 | -1 | -0.4 | 3% | -7 | -8%
COc1ccc(C(=O)NCCNc2nc3cc(C)c(C)cc3cc2C)cc1 | -2% | -12% | -2% | -0.4 | -1 | 0.5 | 7% | -4 | 0%
Cc1cc(OC(C)C(=O)N(Cc2ccco2)C2CCS(=O)(=O)C2)ccc1Cl (configuration not stated) | -9% | -21% | 2%[57.1 µM] | 0.7 | -2 | 1.3 | 7%[57.1 µM] | 19 | -3%
O=C(NC1CCCC1)C(c1ccccn1)N(C(=O)c1csnn1)C1CC1 (configuration not stated) | 9% | -10% | 7% | 0.0 | -3 | . | 1% | . | -11%
COc1ccc(NC(=O)Cn2ncc3c4ccccc4n(Cc4ccccc4)c3c2=O)cc1OC | -10% | -10% | -8% | 0.1 | 7 | -0.7 | -15% | . | 2%
CC(C)c1ccc(NC2=NCC(=O)N2Cc2cccs2)cc1 | 0% | -4% | -10% | -0.2 | 0 | -1.0 | -4% | -1 | ?
Cc1ccc(-c2nnc(Cc3ccc([N+](=O)[O-])cc3)o2)cc1 | -12% | -21% | -6% | 0.3 | -2 | -0.1 | -1% | -7 | 3%
N#CC1=C2SCN(Cc3ccco3)CN2C(=O)CC1c1ccccc1F (configuration not stated) | 5% | -6% | 6%[57.1 µM] | 0.5 | 4 | 0.1 | ? | -1 | -8%

Random excerpt: six records from the list, in no set order.
SMILES | mIDH1 inhibitor | USP1 inh | TrxR1 substrate | TRHR ag | TRHR enhancer | D2 ag | rTrxR1 inhibitor | D2 antag | Pin1 inh
O=C(O)c1cc(-c2cccs2)nc2ccc(F)cc12 | 4% | -16% | 325%[activator] | 0.7 | 4 | 0.8 | 36%[activator] | 4 | -2%
Cc1ccc(-c2nnc(Cc3ccc([N+](=O)[O-])cc3)o2)cc1 | -12% | -21% | -6% | 0.3 | -2 | -0.1 | -1% | -7 | 3%
COc1ccc(CNC(=O)CSc2nnc(C)n2-c2ccc(F)cc2)cc1 | -2% | -14% | 12%[57.1 µM] | -0.2 | 0 | 1.5 | 17%[57.1 µM] | 0 | 7%
Cc1cc(OC(C)C(=O)N(Cc2ccco2)C2CCS(=O)(=O)C2)ccc1Cl (configuration not stated) | -9% | -21% | 2%[57.1 µM] | 0.7 | -2 | 1.3 | 7%[57.1 µM] | 19 | -3%
CC(=O)OCCn1c(Br)nc2c1c(=O)[nH]c(=O)n2C | -3% | -7% | 1%[57.1 µM] | 1.9 | -3 | 0.8 | 9%[57.1 µM] | 2 | -6%
CCOc1ccc(/C=C/C(=O)N2CCOCC2)cc1OC | 8% | 2% | -1% | 0.3 | -1 | -0.4 | 3% | -7 | -8%
